# PTHR1 ag: activates the human parathyroid hormone receptor PTHR1; 410,000 compounds, 0.075% hits; HEK293 GP2 PTHR1 cells, GloSensor cAMP luminescence, 1 h; Q03431; Potency, µM (doses to about 115 µM), without a hit: at the top dose activation, most hits filed as activators; note: potency is the fitted concentration of half-maximal effect; nearly all actives have a fitted effect of over 55% in size; some results filed as inactive show a strong effect at the top dose; inactives centre near -15; many of its hits are not listed in these tables
#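 HEK-293-derived GP2 cells expressing PTHR1 and a GloSensor cAMP reporter, 3,000/well, plated overnight, given luciferin plus IBMX (each 0.5 mM as added) for 1 h at 37 °C, then compound for 1 h at 37 °C. Luminescence was read after 15 min at room temperature.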
# D3 ag: agonists of human D3 dopamine receptor; P35462; D3R DiscoveRx beta-arrestin cells, luminescence, 90 min; max activation, %; 410,000 compounds, 0.58% hits; AID 652048; in the data active = max activation above about 30%; note: 0% is about no effect; mostly tested at two doses, the higher about 12 µM
# Target sequence (P35462 whole entry, looked up): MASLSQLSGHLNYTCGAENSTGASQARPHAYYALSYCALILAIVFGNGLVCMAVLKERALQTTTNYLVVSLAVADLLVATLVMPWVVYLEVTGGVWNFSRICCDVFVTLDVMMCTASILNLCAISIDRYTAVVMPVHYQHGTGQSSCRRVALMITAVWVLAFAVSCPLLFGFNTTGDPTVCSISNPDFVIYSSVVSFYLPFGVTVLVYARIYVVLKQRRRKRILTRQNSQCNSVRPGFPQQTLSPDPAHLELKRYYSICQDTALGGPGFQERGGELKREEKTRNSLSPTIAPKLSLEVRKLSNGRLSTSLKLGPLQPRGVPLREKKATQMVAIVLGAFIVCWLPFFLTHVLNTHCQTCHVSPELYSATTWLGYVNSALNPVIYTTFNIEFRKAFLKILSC
#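 Agonist mode: compounds and dopamine controls were applied to plated cells for 90 min at 37 degrees C after an overnight attachment at 1500 cells/well. Luminescent read-out followed 30 - 60 minutes at room temperature with DiscoveRx detection reagent.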
# D3 antag: blocks the human D3 dopamine receptor | P35462 | D3R cells, DiscoveRx beta-arrestin luminescence, antagonist mode; hits give low values | max response, negative = inhibition, % | 360,000 compounds, 2.5% hits; in the data active = max response below about -50%; inconclusive = no clear call, values can overlap the other calls; note: % is set by controls: 0 for no effect and ±100 for the full control effect; mostly tested at two doses, the higher about 12 µM
#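 Cells expressing the human receptor were seeded at 1500 cells/well, incubated overnight at 37 degrees C in 5% CO2, then exposed to library compounds with dopamine controls for 90 minutes at 37 degrees C before luminescent detection.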
# GLP1R cytotox: cytotoxic in the GLP-1 receptor inverse agonist counter-screen | Potency, µM (titrated, usually from 38.3 µM), without a hit: top-dose activity change, negative = inhibition, usual class: inhibitors | HEK293 cAMP-luciferase reporter cells, luminescence, 24 h | 410,000 compounds, 0.13% hits;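 note: loss of luciferase light is scored as toxicity; potency is the fitted concentration of half-maximal effect; % is set by controls: 0 for no effect and ±100 for the full control effect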
#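 A 23 nL compound transfer followed 12 hours of cell culture at 37 deg C; exposure then lasted 24 hr. Luciferase assay detection reagent was dispensed and plates read for luminescence after a 12 min room-temperature wait.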
# GLP-1R inv ag: acts as inverse agonist at human GLP-1 receptor | Potency, µM (doses to about 38.3 µM), without a hit: top-dose activity change, negative = inhibition, usual class: inhibitors | AID 624417 | HEK293 GLP-1R CRE-luciferase, luminescence, 24 h; GLP-1R form is constitutively active | 410,000 compounds, 1.6% hits; note: potency is the fitted concentration of half-maximal effect; % is set by controls: 0 for no effect and ±100 for the full control effect; nearly all actives have a fitted effect of over 55% in size
# Target sequence (P43220 whole entry, looked up): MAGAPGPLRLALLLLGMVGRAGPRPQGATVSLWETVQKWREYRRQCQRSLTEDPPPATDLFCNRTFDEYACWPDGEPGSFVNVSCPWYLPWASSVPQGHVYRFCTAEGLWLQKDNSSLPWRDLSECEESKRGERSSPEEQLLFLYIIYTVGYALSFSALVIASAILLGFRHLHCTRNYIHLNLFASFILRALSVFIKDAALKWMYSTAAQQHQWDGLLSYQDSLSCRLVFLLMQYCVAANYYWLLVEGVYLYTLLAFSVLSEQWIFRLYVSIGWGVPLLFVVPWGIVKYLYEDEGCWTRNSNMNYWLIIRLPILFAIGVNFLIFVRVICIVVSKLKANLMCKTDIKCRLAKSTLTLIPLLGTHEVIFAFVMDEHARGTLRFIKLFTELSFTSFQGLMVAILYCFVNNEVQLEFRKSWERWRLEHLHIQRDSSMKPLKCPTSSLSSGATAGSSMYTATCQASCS
#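 qHTS in 1536-well format: reporter HEK293 cells expressing constitutive GLP-1R activity in DMEM + 10% Nu serum, 24 hr with compounds at 37 deg C, luminescence read after 12 min with detection reagent.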
# TDP-43 yeast inh: TDP-43 toxicity inhibition in yeast; TDP-43 expressing yeast growth rescue, BacTiter-Glo, 24 h; Potency, µM (titrated, usually from 46.1 µM), without a hit: top-dose growth rescue (activation), actives largely listed as activators; 410,000 compounds, 1.8% hits; AID 652104; note: potency is the fitted concentration of half-maximal effect; % of control where 0% means no effect; nearly all actives have a fitted effect of over 50% in size
#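 Luminescence from BacTiter-Glo reports growth of TDP-43-expressing yeast after 24 hr at 30 deg C with compound. Cells were raffinose-pregrown to mid-log, then seeded in galactose medium at OD600=0.02.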
# GLP-1R agonist: GLP-1 receptor (human) agonism; HEK293 GLP-1R CRE-luciferase, luminescence, 4-6 h; cells express a hypersensitive GLP-1R form; P43220; AID 624172; 380,000 compounds, 0.007% hits; Potency, µM (titrated, usually from 45.6 µM), for inactives: top-dose activation, usual class: activators; note: potency is the fitted concentration of half-maximal effect; % of control where 0% means no effect
# aSyn yeast inh: inhibitors of alpha-synuclein toxicity in yeast | Yeast expressing alpha-synuclein, growth rescue, BacTiter-Glo, 24 h | Potency, µM (highest dose often 46.1 µM), without a hit: at the top dose growth rescue (activation), usual class: activators | 370,000 compounds, 0.14% hits | AID 652106; note: potency is the fitted concentration of half-maximal effect; % of control where 0% means no effect; nearly all actives have a fitted effect of over 65% in size
#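 Rescue of yeast growth: cells expressing toxic alpha-synuclein, induced in galactose at OD600 0.02, incubated with compound 24 h at 30 C. ATP luminescence quantified growth; inhibitors of toxicity appear as activators.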
# KB-V1 MDR tox: KB-V1 MDR subline cytotoxicity; KB-V1 MDR cells viability, CellTiter-Glo, 72 h; 400,000 compounds, 3.4% hits; Potency, µM (top dose mostly 46.1 µM), for inactives: top-dose activity change, negative = cytotoxicity, most hits filed as cytotoxic; AID 1347076; note: potency is the fitted concentration of half-maximal effect; % is set by controls: 0 for no effect and ±100 for the full control effect; nearly all actives have a fitted effect of over 60% in size
#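 Cytotoxicity toward P-gp-expressing KB-V1 cells was determined as loss of CellTiter-Glo luminescence after 72 h at 37 degrees C. Compounds were tested in quantitative HTS format across a concentration range, with curves fitted to normalized data.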
# An asterisk follows results filed as active; i = inactive; ? = inconclusive; nt = not tested or not shown; [ ] = another dose, or the depositor's remark. Unless noted, calls come from the whole dose curve; as a rule, active = well fitted curve in the direction sought with a large enough effect; inconclusive = small, poorly fitted or top-dose-only effect, or another doubt; inactive = no such curve, though single readings can be large; an effect the other way counts as inactive or inconclusive. Only part of the results is shown; the hit share may differ from the screen's.
1: CCN(C[C@H]1N[C@@](C)(C(=O)OC)[C@H]2C(=O)N(Cc3ccccc3)C(=O)[C@@H]12)C(=O)Nc1ccc(F)cc1
2: CCOC(=O)CNC(=S)n1cnc(N)n1
3: Cn1c(=O)c2[nH]c(NCCCN3CCOCC3)nc2n(C)c1=O
4: CC(C)(C)c1ccc(C(=O)Nc2ccc(S(N)(=O)=O)cc2)cc1
5: N#Cc1cnc(SCC(=O)NNC(=O)COc2cccc3ccccc23)nc1N
6: COc1ccc2cc(/C=C/C(=O)N3CCN(CC(=O)N4CCCCCC4)CC3)ccc2c1
7: CCOCCCNS(=O)(=O)c1ccc2c(c1)OCCO2
8: COc1cccc2c1cc1c(=O)n(CC(=O)NCCCN3CCCCC3)nc(C)n12
assay / compound,1,2,3,4,5,6,7,8
GLP1R cytotox,0%,?,-2%,0%,-4%,-15%,-14%,-10%
D3 antag,0,1,-2,4,2,13,19,12
aSyn yeast inh,1%,0%,-3%,1%,4%,0%,-8%,3%
PTHR1 ag,27%,7%,-6%,i,i,-38%,-4%[57.5 µM],i
GLP-1R inv ag,2%,-6%,2%,?,26%,-14%,-30%,10%
KB-V1 MDR tox,0%,7%,?,-5%,0%,15µM*,19%,31%
TDP-43 yeast inh,22%,-2%,-7%,12%,12%,4%,3%,9%
GLP-1R agonist,-3%,-3%,15%,21%,-1%,11%,-10%,2%
D3 ag,7,1,-2,1,3,36*,-4,-6

9: CN1C(=O)C(C)(C)c2cc(S(=O)(=O)N3CCCCCC3)ccc21
10: COc1ccc(NC(=S)NC(NC(=O)c2ccc(Cl)cc2Cl)C(Cl)(Cl)Cl)c([N+](=O)[O-])c1 (stereo not given)
11: CCN(CC)C(=O)N1CCN(Cc2ccc3c(c2)OCO3)CC1
12: Cc1ccc(CSCc2ccc(C(=O)NCCC(C)C)o2)cc1
13: CN(C)S(=O)(=O)c1cc(NC(=O)COC(=O)c2nc(Cl)ccc2Cl)ccc1Cl
14: COc1cc(/C=N/n2c(-c3n[nH]c4c3CCC4)n[nH]c2=S)cc(OC)c1O
15: COc1ccc(C2/C=C\CN(C(=O)c3ccccc3)CC(=O)N2Cc2cccc(F)c2)cc1 (stereo not given)
16: O=C(CSCc1cccc(Cl)c1)NCc1ccc2c(c1)OCO2
assay / compound,9,10,11,12,13,14,15,16
GLP1R cytotox,-32%,?,4%,-1%,2%,-2%,-9%,4%
D3 antag,-9,-23,3,-11,-7,?,12,11
aSyn yeast inh,2%,-14%,2%,19%,?,0%,1%,14%
PTHR1 ag,-8%,-13%[57.5 µM],-35%[inhibitor],i,i,-10%,i,i
GLP-1R inv ag,12%,10µM*,6%,?,9%,20%,-13%,?
KB-V1 MDR tox,7%,-4%,?,-27%,26%,17%,0%,?
TDP-43 yeast inh,4%,-22%,14%,-14%,18%,9%,?,?
GLP-1R agonist,21%,-1%,-4%,15%,7%,8%,4%,2%
D3 ag,-2,-12,-10,-5,1,8,-7,-5

# Compounds 8–16 from above:
8: COc1cccc2c1cc1c(=O)n(CC(=O)NCCCN3CCCCC3)nc(C)n12
9: CN1C(=O)C(C)(C)c2cc(S(=O)(=O)N3CCCCCC3)ccc21
10: COc1ccc(NC(=S)NC(NC(=O)c2ccc(Cl)cc2Cl)C(Cl)(Cl)Cl)c([N+](=O)[O-])c1 (stereo not given)
11: CCN(CC)C(=O)N1CCN(Cc2ccc3c(c2)OCO3)CC1
12: Cc1ccc(CSCc2ccc(C(=O)NCCC(C)C)o2)cc1
13: CN(C)S(=O)(=O)c1cc(NC(=O)COC(=O)c2nc(Cl)ccc2Cl)ccc1Cl
14: COc1cc(/C=N/n2c(-c3n[nH]c4c3CCC4)n[nH]c2=S)cc(OC)c1O
15: COc1ccc(C2/C=C\CN(C(=O)c3ccccc3)CC(=O)N2Cc2cccc(F)c2)cc1 (stereo not given)
16: O=C(CSCc1cccc(Cl)c1)NCc1ccc2c(c1)OCO2
assay / compound,8,9,10,11,12,13,14,15,16
GLP1R cytotox,-10%,-32%,?,4%,-1%,2%,-2%,-9%,4%
D3 antag,12,-9,-23,3,-11,-7,?,12,11
aSyn yeast inh,3%,2%,-14%,2%,19%,?,0%,1%,14%
PTHR1 ag,i,-8%,-13%[57.5 µM],-35%[inhibitor],i,i,-10%,i,i
GLP-1R inv ag,10%,12%,10µM*,6%,?,9%,20%,-13%,?
KB-V1 MDR tox,31%,7%,-4%,?,-27%,26%,17%,0%,?
TDP-43 yeast inh,9%,4%,-22%,14%,-14%,18%,9%,?,?
GLP-1R agonist,2%,21%,-1%,-4%,15%,7%,8%,4%,2%
D3 ag,-6,-2,-12,-10,-5,1,8,-7,-5

# The listing continues:
17: COc1ccc(-c2c[n+]3c4n2CCCCC4=C(c2ccccc2)C3)cc1
18: Cc1cccc(-n2nc3c(c2NC(=O)CCCl)CSC3)c1
19: Cc1nc2ncccn2c1-c1csc(Nc2ccc(N(C)C)cc2)n1
20: CCc1ccc(CN(C)C(=O)CC2C(=O)NCCN2Cc2ccoc2)cc1 (stereo not given)
21: COc1cccc(NS(=O)(=O)c2ccc3c(c2)CCCN3C(=O)C2CCC2)c1
22: Cc1ccccc1OCCNC(=O)c1ccco1
23: CCOc1ccc(C(=O)CCC(=O)N2CCN(S(=O)(=O)c3cccc(F)c3)CC2)cc1
24: O=C(Nc1nc2c(F)cc(F)cc2s1)c1ccc(S(=O)(=O)N2CCc3ccccc32)cc1
assay / compound,17,18,19,20,21,22,23,24
GLP1R cytotox,-16%,-9%,?,-11%,-4%,-6%,-17%,4%
D3 antag,?,4,-8,-2,nt,-1,11,nt
aSyn yeast inh,-4%,1%,-2%,-1%,nt,-7%,6%,2%
PTHR1 ag,-79%[inhibitor],i,i,i,-22%,-11%,-37%[inhibitor],-21%
GLP-1R inv ag,?,-27%,?,9%,-16%,14%,?,-20%
KB-V1 MDR tox,0%,16%,?,2%,1%,9%,?,-9%
TDP-43 yeast inh,14%,16%,-1%,3%,-18%,12%,3%,1%
GLP-1R agonist,-2%,0%,?,7%,nt,12%,-5%,9%
D3 ag,-9,0,0,-4,6,0,8,5

25: CCN(CC)S(=O)(=O)c1ccc(Cl)c(C(=O)NCc2ccccc2Cl)c1
26: COCCN(C(=O)COC(=O)c1ccc(Br)o1)c1c(N)n(Cc2ccccc2)c(=O)[nH]c1=O
27: CCN(CC)c1ccc(C2C(C(C)=O)C(=O)CC(C)(O)C2C(C)=O)cc1 (stereo not given)
28: O=C(Cc1ccc(F)cc1)NC1CCSC1=O (stereo not given)
29: Cc1ccc(C)c(NC(=O)c2cc(-c3ccccc3O)n[nH]2)c1
30: COc1ccc(-c2cnc3c(NC(C)=O)cc(-c4cc(F)ccc4OC)cn23)cc1OC
31: CCCOc1ccc(F)cc1-c1cc(C(=O)Nc2ccc(C)c(NS(C)(=O)=O)c2)[nH]n1
32: COc1ccc(NC(=O)NNC(=O)c2ccc(-c3ccccc3)cc2)c(OC)c1
assay / compound,25,26,27,28,29,30,31,32
GLP1R cytotox,-11%,0%,8%,-19%,-2%,-21%,-31%,4%
D3 antag,10,-24,19,0,-12,18,0,12
aSyn yeast inh,-4%,?,1%,-4%,-8%,-2%,-17%,16%
PTHR1 ag,-21%,i,i,i,-19%,-29%,-16%,-31%[inhibitor]
GLP-1R inv ag,?,-12%,-12%,-4%,6%,-22%,?,-6%
KB-V1 MDR tox,?,4%,27%,-3%,-2%,?,23µM*,3%
TDP-43 yeast inh,-1%,13%,-5%,-10%,-4%,?,-6%,-20%
GLP-1R agonist,5%,3%,-4%,11%,20%,18%,-2%,5%
D3 ag,-7,-11,4,24,-3,5,-10,1

33: COc1ccc(/C=C/C(=O)OCC(=O)NC2CCCC(C)C2C)cc1S(=O)(=O)N1CCOCC1 (stereo not given)
34: COc1cccc(CNC(=O)C2CCCN(C(=O)c3ccc(Cl)cc3)C2)c1 (stereo not given)
35: CCN1C(=O)c2ccccc2S(=O)c2ccc(C(=O)N3CCN(c4cc(Cl)ccc4C)CC3)cc21 (stereo not given)
36: c1ccc(-c2nc(-c3ccco3)cs2)nc1
37: CCC1(C)OC(=O)NN(c2ccc(C)cc2)C1(C)O (stereo not given)
38: COc1cc([N+](=O)[O-])ccc1NC(=O)C1CCCN(S(C)(=O)=O)C1 (stereo not given)
39: O=C(O)CSCC(=O)N1CCCCC1
40: O=C(C[n+]1ccc(C(=O)NCc2ccccc2)cc1)c1ccc(Cl)cc1
41: Fc1ccccc1CSc1nnc(Cn2cnc3ccccc32)n1-c1ccccc1
assay / compound,33,34,35,36,37,38,39,40,41
GLP1R cytotox,-7%,-4%,-9%,3%,-5%,-17%,-3%,7%,-14%
D3 antag,-3,-15,nt,?,4,0,8,23,-15
aSyn yeast inh,1%,1%,nt,-29%,-2%,-1%,-1%,5%,-3%
PTHR1 ag,i,-19%,i,i,-17%,i,-51%[inhibitor],-21%,1%[57.5 µM]
GLP-1R inv ag,6%,?,?,115%[activator],6%,17%,10%,17%,0%
KB-V1 MDR tox,8%,-14%,-1%,-12%,-8%,-6%,0%,nt,?
TDP-43 yeast inh,1%,6%,9%,-11%,5%,3%,-17%,0%,-27%
GLP-1R agonist,5%,2%,-7%,4%,-1%,2%,1%,3%,3%
D3 ag,0,2,-8,-25,-7,-7,1,8,-5

# Part of the list above, limited to D3 ag:
no. | SMILES | D3 ag
35 | CCN1C(=O)c2ccccc2S(=O)c2ccc(C(=O)N3CCN(c4cc(Cl)ccc4C)CC3)cc21 (stereo not given) | -8
36 | c1ccc(-c2nc(-c3ccco3)cs2)nc1 | -25
